RORgamma inh: qHTS for inhibitors of ROR gamma transcriptional activity. Nuclear receptor ROR-gamma (Mus musculus), P51450. Drosophila S2 Gal4-RORgamma UAS-luciferase reporter, 20 h. Potency, µM (titrated, usually from 53.6 µM), without a hit: at the highest dose activity change, negative = inhibition, actives largely listed as inhibitors. actives 5.4% (n = 310,000); note: potency is the fitted concentration of half-maximal effect; % is set by controls: 0 for no effect and ±100 for the full control effect; nearly all actives have a fitted effect of over 60% in size
Target sequence (P51450 whole entry, looked up, the tested form may be a part): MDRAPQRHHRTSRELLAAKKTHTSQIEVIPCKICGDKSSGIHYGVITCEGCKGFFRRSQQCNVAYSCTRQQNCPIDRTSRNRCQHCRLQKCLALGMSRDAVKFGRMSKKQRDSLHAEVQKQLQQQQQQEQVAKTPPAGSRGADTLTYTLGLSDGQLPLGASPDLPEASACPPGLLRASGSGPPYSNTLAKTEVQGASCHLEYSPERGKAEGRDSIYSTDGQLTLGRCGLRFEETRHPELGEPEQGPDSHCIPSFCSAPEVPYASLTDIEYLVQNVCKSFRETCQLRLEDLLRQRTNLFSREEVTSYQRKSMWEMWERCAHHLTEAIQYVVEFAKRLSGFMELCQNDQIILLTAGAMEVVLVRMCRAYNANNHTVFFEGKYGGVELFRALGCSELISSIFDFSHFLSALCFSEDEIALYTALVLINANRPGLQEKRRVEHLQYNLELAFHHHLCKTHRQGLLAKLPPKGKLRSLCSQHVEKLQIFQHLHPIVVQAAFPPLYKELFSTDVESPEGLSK
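Schneider cells (Drosophila), stable Gal4 DBD–ROR gamma + UAS-luc; 1 hr cmpd preincubation; Cu2+ induction 700 uM final; 20 hr ambient; luminescence.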
VP16 counter: VP16 counterscreen qHTS for inhibitors of ROR gamma transcriptional activity; Drosophila S2 Gal4-VP16 UAS-luciferase, luminescence, 20 h; actives 3.5% (n = 310,000); Potency, µM (highest dose often 53.6 µM), inactives show top-dose activity, negative = inhibition, usual class: inhibitors;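 note: Gal4-VP16 expression switched on by copper sulfate through the metallothionein promoter; potency is the fitted concentration of half-maximal effect; % is set by controls: 0 for no effect and ±100 for the full control effect; nearly all actives have a fitted effect of over 50% in size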
Coupling enz: qHTS Assay for Inhibitors of Fructose-1,6-bisphosphate Aldolase from Giardia Lamblia: Coupling assay counterscreen. coupling enzyme system counterscreen, AmpLite Red fluorescence. activity change, negative = inhibition, % at 58.2 µM, hits read low. actives 0.67% (n = 290,000); in the data active = activity change below about -30%; note: % is set by controls: 0 for no effect and ±100 for the full control effect
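Fluorescence at 525 nm excitation and 598 nm emission measured inhibition of the coupled detection system without aldolase. Compounds (at 57.5 uM final) were preincubated 10 min at room temperature with coupling enzyme reagent before a 20 min substrate/AmpLite Red step.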
ELG1 genotoxic: qHTS screen for small molecules that induce genotoxicity in human embryonic kidney (HEK293T) cells expressing luciferase-tagged ELG1; HEK293T ELG1-luciferase reporter, luminescence, 16 h; Potency, µM (doses to about 46 µM), for the others: at the highest dose activity change, positive = activation, usual class: activators; actives 1.3% (n = 330,000); AID 504466, 2011; note: potency is the fitted concentration of half-maximal effect; % of control where 0% means no effect; nearly all actives have a fitted effect of over 60% in size
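HEK293T cells expressing luciferase-tagged ELG1 were exposed to compound or DMSO vehicle for 16 hr at 37 °C and 5% CO2. Luciferase activity was then measured with ONE-Glo after 30 min at room temperature.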
FLuc modulator: qHTS profiling assay for firefly luciferase inhibitor/activator using purifed enzyme and Km concentrations of substrates (counterscreen for miR-21 project) | Luciferin 4-monooxygenase (Photinus pyralis), P08659 | purified FLuc, Km substrates, luminescence inhibition | Potency, µM (titrated, usually from 57.5 µM), without a hit: top-dose activity change, negative = inhibition, hits mostly inhibitors | actives 6.9% (n = 360,000) | AID 588342, 2011;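 note: potency is the fitted concentration of half-maximal effect; plate controls were vehicle for no effect and reference inhibitor for full effect; nearly all actives have a fitted effect of over 55% in size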
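Biochemical qHTS of compounds, final roughly 60 µM downward over six points, against 10 nM purified firefly luciferase using Km concentrations of substrates (10 uM D-luciferin, 10 uM ATP) in Tris acetate pH 7.5 buffer; luminescence output.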
KCNH2 3.1 inh: qHTS for Inhibitors of KCHN2 3.1: Mutant qHTS; Potassium voltage-gated channel subfamily H member 2, brain isoform KCNH2 3.1 (human); U2OS KCNH2 3.1, thallium flux FluxOr; active compounds read low; activity change, % (tested at about 1.8 µM); actives 0.95% (n = 340,000); AID 720553, 2013;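 active = maximum activity change below -70%; inconclusive = maximum activity change from -70% to -50%; inactive = maximum activity change above -50%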;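 note: thallium influx rate constant from kinetic fluorescence after stimulation buffer; % is set by controls: 0 for no effect and ±100 for the full control effect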
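Thallium flux via FluxOr fluorescence (Red40 quencher, 45 min loading) in U2OS cells virally expressing the KCNH2 3.1 isoform (1.77 x 10^8 /mL virus, overnight at 37 C). Rate constants from 2-min kinetic reads post-stimulation, normalised to positive and negative controls.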
Tb PFK block: qHTS Assay to Find Inhibitors of T. brucei phosphofructokinase. Potency, µM (series often up to 57.5 µM), for inactives: at the highest dose activity, negative = inhibition, most hits filed as inhibitors. T. brucei PFK, ADP-Glo luminescence. actives 0.17% (n = 330,000);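 note: potency is the fitted concentration of half-maximal effect; 0% = uninhibited 1x PFK enzyme wells and -100% = no-enzyme wells; nearly all actives have a fitted effect of over 60% in size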
Target sequence (O15648 whole entry, looked up): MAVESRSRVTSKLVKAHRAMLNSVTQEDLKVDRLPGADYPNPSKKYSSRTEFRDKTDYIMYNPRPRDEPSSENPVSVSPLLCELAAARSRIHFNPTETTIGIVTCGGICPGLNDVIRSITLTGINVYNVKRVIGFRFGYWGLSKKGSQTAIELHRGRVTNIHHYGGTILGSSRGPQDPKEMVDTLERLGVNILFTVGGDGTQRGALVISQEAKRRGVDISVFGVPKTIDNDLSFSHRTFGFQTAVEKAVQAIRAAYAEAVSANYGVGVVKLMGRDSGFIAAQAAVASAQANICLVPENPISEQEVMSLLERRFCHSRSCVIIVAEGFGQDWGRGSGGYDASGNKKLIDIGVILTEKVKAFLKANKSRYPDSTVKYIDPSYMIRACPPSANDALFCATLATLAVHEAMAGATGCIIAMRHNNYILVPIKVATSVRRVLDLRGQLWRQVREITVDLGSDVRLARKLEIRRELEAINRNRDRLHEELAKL
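1.25 nM PFK with 0.5 mM F6P and 0.1 mM ATP in 0.1 M TEA pH 8.0, 5 mM MgCl2, incubated 45 min at room temperature; ADP measured by ADP-Glo luminescence; compounds titrated up to 57 uM.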
NPC1 prom act: qHTS Assay for NPC1 Promoter Activators. Huh7 NPC1 promoter luciferase reporter, 24 h. Potency, µM (top dose mostly 9.22 µM), for inactives: top-dose activation, usual class: activators. actives 2.4% (n = 320,000). AID 485313, 2010;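 note: potency is the fitted concentration of half-maximal effect; % of control where 0% means no effect; nearly all actives have a fitted effect of over 60% in size; reporter is driven by a mutant NPC1 promoter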
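Readout is luciferase luminescence, reflecting NPC1 promoter activation in stably transfected Huh7 cells after 24 h compound exposure at 37 °C in reduced-serum medium with 10% FBS.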
Rab9 promoter act: qHTS Assay for Rab9 Promoter Activators; Huh7 Rab9 promoter-luciferase reporter, luminescence, 24 h; Potency, µM (highest dose often 9.22 µM), inactives show at the top dose activation, negative = inhibition, actives largely listed as activators; actives 2.8% (n = 320,000); AID 485297, 2010; note: potency is the fitted concentration of half-maximal effect; % of control where 0% means no effect; nearly all actives have a fitted effect of over 60% in size
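Stable Rab9-luc Huh7, 1500 cells/well, 2 h settle; cmpd in DMSO, 24 h, 37 °C/5% CO2; luciferase reagent 10 min RT; luminescence.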
Giardia killer: Small Molecules that selectively kill Giardia lamblia: qHTS; actives 0.15% (n = 340,000); activity change, % at 7.66 µM, hits read low; Giardia lamblia trophozoite viability; in the data active = activity change below about -80%; inconclusive = between about -30% and that limit;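 note: parasites exposed to compound for two days anaerobically before the ATP read; % is set by controls: 0 for no effect and ±100 for the full control effect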
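Luminescent ATP signal served as the viability read-out, measured 15-30 min after adding ATP detection reagent to trophozoites that had been incubated with compounds for 48 hrs at 37 deg C anaerobically at 100 cells/well.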
uPA surface inh: qHTS for Inhibitors of Cell Surface uPA Generation | cell surface uPA generation assay, qHTS | Potency, µM (doses to about 38.3 µM), inactives show at the highest dose activity change, negative = inhibition, most hits filed as inhibitors | actives 0.31% (n = 330,000); active = well fitted inhibition curve with a large enough effect; inconclusive = small, poorly fitted or top-dose-only effect; inactive = no such curve, though single readings can be large or run the other way; tested in mouse RAW 264.7 cells; note: potency is the fitted concentration of half-maximal effect; % is set by controls: 0 for no effect and ±100 for the full control effect; nearly all actives have a fitted effect of over 55% in size
Starred values were filed as active, the others as inactive; ? = inconclusive; . = no result given; & = joins results of further samples; [ ] = dose if it differs, or a comment. Unless noted, calls come from the whole dose curve; as a rule, active = well fitted curve in the direction sought with a large enough effect; inconclusive = small, poorly fitted or top-dose-only effect, or another doubt; inactive = no such curve, though single readings can be large; an effect the other way counts as inactive or inconclusive. This is a random part of the collection; any-hit rate near 14%.

SMILES	RORgamma inh	VP16 counter	Coupling enz	ELG1 genotoxic	FLuc modulator	KCNH2 3.1 inh	Tb PFK block	NPC1 prom act	Rab9 promoter act	Giardia killer	uPA surface inh
CN(CC1CCCN(CCc2ccc(F)cc2)C1)C(=O)CCC(N)=O (stereo not given)	-18%	-1%	0	-2%	5%	-40	-1%	-2%	0%	8	-3%
O=C(c1ccccc1F)N(Cc1ccc2c(c1)OCO2)Cc1cc2cc3c(cc2n2nnnc12)OCO3	-12%	-2%	.	-1%	-2%	2	1%	-3%	-5%	-21	2%
O=C(CCNc1cc(Cl)cc(Cl)c1)c1cccs1	36%	-5%	0	0%	-21%	8	-9%	2%	7%	13	5%
NC[C@@H]1O[C@H](O[C@H]2[C@@H](O)[C@H](O[C@@H]3[C@@H](O)[C@H](N)C[C@H](N)[C@H]3O[C@H]3O[C@H](CO)[C@@H](O)[C@H](O)[C@H]3N)O[C@@H]2CO)[C@H](N)[C@@H](O)[C@@H]1O	-11%	-2%	0	.	-2%	.	-1%	-3%	-1%	.	.
O=C(Cn1ccc(NC(=O)OCc2ccccc2)nc1=O)NCCCN1CCCC1=O	.	.	.	3%	1%	10	-6%	3%	0%	-10	6%
COc1ccc(CNc2ccccc2)cc1Br	4%	-19%	2	8%	-15%	?	-6%	-1%	3%	-13	3%
CCOc1cccc(C2c3c(oc4ccccc4c3=O)C(=O)N2c2ccccn2)c1 (stereo not given)	?	10%	0	2%	0%	.	-5%	0%	-3%	.	.
O=C(N/N=C/c1cc(Br)ccc1OC(=O)c1ccc(Br)cc1)c1ccncc1	2.8µM*	5µM*	2	-5%	-12%	14	1%	-34%[inhibitor]	-31%[inhibitor]	13	-5%
O=C(CSc1nnc(C2CC2)n1-c1ccccc1)NC1CCS(=O)(=O)C1 (stereo not given)	.	.	.	-1%	.	12	-3%	.	.	2	11%
CC(NC(=O)c1ccc2c(c1)OCO2)c1ccccc1 (stereo not given)	-26%	-1%	5	6%	?	-2	-3%	-1%	0%	6	2%
Cn1c(CC(=O)Nc2ccccc2F)nnc1SCC(=O)N1CCOCC1	15%	25%	.	23%	-15%	6	-1%	10%	6%	10	-15%
Cc1ccc(C(=O)OC(C)C(=O)NC(C)CCc2ccccc2)o1 (stereo not given)	.	.	.	0%	2%	11	1%	-6%	8%	5	5%
CCN1CCCC1CNC(=O)C1c2ccccc2C(=O)N(CCOC)C1c1ccc(F)cc1 (stereo not given)	-1%	-5%	2	-1%	9%	1	0%	1%	-7%	11	-3%
COc1ccc(CN(C)C(=O)COC(=O)c2ccc3c(c2)OCO3)cc1OC	13%	-2%	2	4%	2%	0	-2%	1%	0%	-5	-6%
COc1cc(SC)ccc1C(=O)Nc1ccc(Br)cn1	2µM*	7.9µM*	0	?	0.076µM*	-17	-4%	0.32µM*	0.28µM*	?	?
CCN(CC)C(=O)CSc1nnc(-c2ccccc2)n1N	0%	-12%	3	4%	3%	0	0%	0%	5%	1	0%
Cc1cccc(OCC(=O)NNC(=O)CCCCC(=O)NNC(=O)COc2cccc(C)c2)c1	-13%	0%	.	?	1%	2	2%	0%	0%	-8	-11%
CCN(CC)CCCNC(=O)CCC(=O)NNc1nc2ccccc2c2nc(C)nn12	18µM*	?	-5	5%	0%&0%	11	-15%	0%	-11%	-16	4%
O=C(CSc1nnc(NCc2ccccc2)s1)c1ccco1	?	?	-5	5%	15µM*	-5	0%	17%	10%	-9	2%
CC(=O)O[C@H]1C[C@@]2(C)[C@@H](C[C@@H](O)[C@H]3[C@@]4(C)CC[C@@H](O)[C@@H](C)C4CC[C@@]32C)/C1=C(\CCC=C(C)C)C(=O)O (stereo not given in full)	38%	?	2	16%	4%	-17	-2%	-1%	-7%	13	6%
CCOc1ccc(S(=O)(=O)Oc2ccc3ccccc3c2)cc1	?	?	-2	0%	-13%	-42	9%	2%	-10%	-1	0%
O=C(CC1NCCc2ccccc21)Nc1ccc(Oc2ccccc2)cc1 (stereo not given)	?	?	-1	2%	-3%	-8	-1%	0%	4%	10	4%
COc1ccc(/C=N/NC(=O)CNC(=O)c2ccc(S(=O)(=O)N3CCOCC3)cc2)cc1OC	-2%	-10%	-2	1%	-9%	-9	0%	1%	1%	-6	-9%
CC(=O)N1CCN(S(=O)(=O)c2cccc(C(=O)NNC(=O)COc3ccc(F)cc3)c2)CC1	.	.	.	-1%	0%	8	0%	-1%	-3%	-1	-5%
COc1cc2ccccc2cc1C(=O)Nc1ccccc1N1CCCC1	.	.	.	-17%	?	0	-12%	-1%	-1%	1	2%
Following part.
SMILES	RORgamma inh	VP16 counter	Coupling enz	ELG1 genotoxic	FLuc modulator	KCNH2 3.1 inh	Tb PFK block	NPC1 prom act	Rab9 promoter act	Giardia killer	uPA surface inh
COC(=O)c1c(NC(=O)CN2CCC(C)CC2)c2c(C)cccc2n1C	-20%	-2%	2	-1%	2%	.	-1%	0%	6%	.	.
CN1CCC(N(C)S(=O)(=O)c2ccc(Cl)cc2)CC1	-34%[1.91 µM]	0%	0	0%	0%	-1	2%	6%	-6%	3	13%
CC(C)C(=O)N[C@H]1CCC2C3CC=C4C[C@@H](O)CC[C@]4(C)C3CC[C@@]21C (stereo not given in full)	.	.	.	-7%	.	-16	4%	.	.	-17	10%
CC(C)Oc1ccc(C(=O)Nc2nnc(SCC(=O)N3CCOCC3)s2)cc1	3.2µM*	1.8µM*	5	?	0.06µM*	0	23%	?	0.4µM*	-95*	-14%
Cc1ccc(C)c(N2CCN(C(=O)c3ccc(CS(=O)Cc4ccc(Cl)cc4)o3)CC2)c1 (stereo not given)	10%	6%	1	-13%	0%	?	-7%	0%	-5%	-8	2%
Cc1ccccc1-c1nc(CS(=O)CC(=O)NCc2ccccn2)c(C)o1 (stereo not given)	-16%	-2%	2	-1%	0%	-11	0%	-3%	3%	15	1%
C/C(N)=C(/C#N)C(=O)COC(=O)c1cc2c(s1)CCC(C)C2 (stereo not given)	38%	14%	3	?	17µM*	4	-11%	-2%	-2%	10	7%
COc1ccccc1NC(=O)CSc1nccn1Cc1ccc(F)cc1	10%	-8%	.	-3%	1%	-8	-3%	-3%	12%	15	4%
Cc1ccc(S(=O)(=O)NCCCCCC(=O)NCCc2ccccc2)cc1	8%	14%	-1	2%	0%	22	0%	-3%	?	-29	11%
N#Cc1nc(-c2ccc(OCc3ccccc3)cc2)oc1N1CCC(C(N)=O)CC1	-30%	-23%	3	-1%	-1%	-2	0%	-2%	-6%	?	3%
O=C(COc1ccccc1)NNC(=O)c1cc2ccccc2oc1=O	26%	-1%	1	7%	?	5	-7%	7%	16%	-3	0%
COC(=O)c1cc(NC(=O)c2cccc(C(F)(F)F)c2)c(=O)oc1C	16%	-12%	7	0%	-4%	-4	-7%	-1%	-2%	-16	4%
Cc1ccc(C(=O)O)cc1NC(=S)NC(=O)C(c1ccccc1)c1ccccc1	4%	-13%	3	0%	-1%	2	29%	-3%	-3%	-13	-1%
O=C(CNC(=O)c1ccccc1Cl)Nc1ccc(F)cc1	41%	29%	0	5%	-14%	-4	-4%	1%	7%	-22	-6%
COC(=O)c1ccc(C2c3c(oc4cc(C)c(C)cc4c3=O)C(=O)N2CCCN(C)C)cc1 (stereo not given)	-14%	-1%	0	2%	3%	.	4%	-7%	-2%	.	.
c1cc2c(nn1)CCc1nonc1-2	?	3%	4	2%	3%	-4	-4%	14%	-1%	-4	2%
FC(F)(F)c1cnc(NNC(=S)Nc2ccccc2Cl)c(Cl)c1	?	10µM*	1	-11%	-1%	2	0%	-10%	-18%	9	-22%
Cc1[nH]c(=O)[nH]c(=O)c1S(=O)(=O)N1CCCC(C(=O)NCCc2ccccc2)C1 (stereo not given)	23%	4%	2	0%	-1%	-7	0%	1%	-6%	-7	-2%
O=C(COC(=O)c1ccncc1)Nc1cccc(Cl)c1	6%	0%	0	-2%	3%	4	-9%	0%	-2%	9	3%
Nc1ccccc1-c1nc2ccccc2c(=O)o1	-16%	5%	0	1%	11µM*	-18	-4%	8%	17%	8	-5%
COc1ccccc1NC(=O)/C(C#N)=C/c1ccc(OCCN2CCOCC2)c(OC)c1	-33%	-12%	.	8%	0%	-16	0%	20%	?	-4	-13%
CCN(CC(=O)Nc1c(F)cccc1F)C(=O)CCNC(=O)c1ccco1	.	.	.	1%	6%	13	-1%	-2%	-2%	13	1%

Source: PubChem BioAssay (National Center for Advancing Translational Sciences (NCATS))
